MEX-5 binding: C. elegans MEX-5 TCR-2 RNA binding activity | 300,000 compounds, 0.38% hits | activity score (negative = inhibition of binding), % at 10 µM | MEX-5/FITC-TCR2 RNA binding, fluorescence polarization; hits give low values;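 active = inhibition past about -25% in most replicates, and total fluorescence under double the plate's negative control median, limit read from the data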;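 also: 0% = DMSO and -100% = 5 µM competing unlabeled TCR2 RNA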
Target sequence (Q9XUB2 whole entry, looked up): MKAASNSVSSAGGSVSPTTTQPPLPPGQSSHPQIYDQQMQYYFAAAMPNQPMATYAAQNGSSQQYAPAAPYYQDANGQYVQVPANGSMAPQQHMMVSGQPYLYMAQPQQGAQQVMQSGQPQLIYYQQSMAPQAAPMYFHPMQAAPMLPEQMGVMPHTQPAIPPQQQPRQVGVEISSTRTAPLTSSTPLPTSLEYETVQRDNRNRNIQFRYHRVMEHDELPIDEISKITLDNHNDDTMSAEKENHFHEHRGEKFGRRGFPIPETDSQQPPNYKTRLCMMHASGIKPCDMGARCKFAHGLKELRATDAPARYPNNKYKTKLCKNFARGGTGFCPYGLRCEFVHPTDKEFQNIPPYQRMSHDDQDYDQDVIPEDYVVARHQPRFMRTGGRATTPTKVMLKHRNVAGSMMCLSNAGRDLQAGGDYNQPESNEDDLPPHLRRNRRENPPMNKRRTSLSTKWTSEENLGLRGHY
Yeast superoxide: caloric restriction mimetics inhibiting age-related superoxide in yeast; S. cerevisiae aged cells, superoxide DHE fluorescence; hits give low values; superoxide response (% of plate mean), % at 10 µM; 330,000 compounds, 0.18% hits; AID 2690;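 active = superoxide response under a set limit, about three screen SD below normal, cut at about 65% in these data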;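 also: yeast aged for seven days with compound at 30 °C before DHE staining; 100% = average MFI of all compound-treated wells on the plate with controls excluded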
MCL1 BIM primary: disrupts human MCL1 binding to BIM-BH3 peptide. GST-MCL1 / FITC-Bim-BH3 fluorescence polarization. inhibition, % at 10.9 µM. 320,000 compounds, 0.68% hits. Q07820;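 active = inhibition above the mean inhibition of all tested compounds plus 3 SD, set per campaign, cut at about 40% in these data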;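 also: 0% = DMSO wells and 100% = unlabeled Bim-BH3 peptide control; higher means more loss of mP so more displacement of Bim peptide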
ZTA DNA inh: ZTA (EBV) inhibition in EBNA-1 counter-screen | ZTA-DNA binding, fluorescence polarization | inhibition, % at 11 µM | 320,000 compounds, 0.15% hits | P03206; in the data active = inhibition above about 33%
Target sequence (P03206 whole entry, looked up): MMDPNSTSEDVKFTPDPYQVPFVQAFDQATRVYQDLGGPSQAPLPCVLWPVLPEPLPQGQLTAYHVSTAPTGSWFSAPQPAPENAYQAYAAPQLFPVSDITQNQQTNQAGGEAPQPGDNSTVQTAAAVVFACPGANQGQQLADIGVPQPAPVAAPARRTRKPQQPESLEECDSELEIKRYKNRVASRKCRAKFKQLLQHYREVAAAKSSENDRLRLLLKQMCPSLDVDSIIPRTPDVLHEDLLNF
GLD-1 TGE inh: GLD-1-TGE RNA interaction inhibition (C. elegans). Q17339. purified GLD-1 + fluorescein TGE RNA, fluorescence polarization. 320,000 compounds, 0.44% hits. AID 2280. inhibition, % at 5.96 µM;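 active = percent inhibition above a per-plate cutoff, the plate mean of test compounds plus 3 SD, cut at about 30% in these data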;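 also: 0% = DMSO wells with GLD-1 and probe and 100% = wells lacking GLD-1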
Efflux pump mplx: inhibitors of Candida antifungal efflux pumps expressed in yeast. S. cerevisiae Candida pump triplex, Nile Red efflux. inhibition, % at 10 µM. 330,000 compounds, 0.44% hits;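 active = plate passing quality check with inhibition over a set limit, or well fluorescence over plate mean plus 4 SD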;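 also: Nile Red retained in pooled yeast measured as flow cytometry median fluorescence; 0% = buffer negative control and 100% = Enniatin B positive control; higher means more Nile Red kept so more efflux inhibition; some compounds called inactive have numbers as strong as hits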
EBNA-1 inh: blocks EBNA-1 binding to DNA. EBNA-1 DNA binding, fluorescence polarization. inhibition, % at 14.8 µM. 300,000 compounds, 0.34% hits. AID 1950; in the data active = inhibition above about 28%
Fam108B inh: Fam108B inhibition, counter-screen for RBBP9 inhibitors | AID 1947 | inhibition, % at 9.51 µM | 300,000 compounds, 0.33% hits | recombinant Fam108B, FP-Rh probe fluorescence polarization;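 active = inhibition above the screen mean inhibition plus 3 SD, computed separately per campaign, cut at about 18% in these data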;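 also: inhibitors lower polarization as less probe binds the enzyme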
BCLXL inh: inhibitors of human Bcl-xL | Q07817 | GST-Bcl-xL / FITC-Bim BH3 peptide fluorescence polarization | inhibition, % at 10.9 µM | 320,000 compounds, 0.7% hits | AID 2129;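 active = inhibition above the mean of all tested compounds plus 3 SD, cutoff set per campaign, cut at about 30% in these data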;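 also: 0% = DMSO wells and 100% = unlabeled Bim-BH3 peptide competitor; inhibitors lower millipolarization by displacing the labeled peptide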
Target sequence (Q07817 whole entry, looked up): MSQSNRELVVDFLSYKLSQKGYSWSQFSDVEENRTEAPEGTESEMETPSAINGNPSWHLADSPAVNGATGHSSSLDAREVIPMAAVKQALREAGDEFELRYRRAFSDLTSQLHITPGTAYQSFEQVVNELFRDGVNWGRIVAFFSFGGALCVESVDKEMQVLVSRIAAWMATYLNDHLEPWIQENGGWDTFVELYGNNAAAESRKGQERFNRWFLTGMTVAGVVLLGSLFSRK
Starred values were filed as active, the others as inactive; . = no result given.

SMILES	MEX-5 binding	Yeast superoxide	MCL1 BIM primary	ZTA DNA inh	GLD-1 TGE inh	Efflux pump mplx	EBNA-1 inh	Fam108B inh	BCLXL inh
CN(C(=O)CSc1nc2ccccc2[nH]1)C1CCS(=O)(=O)C1 (configuration not stated)	.	86	6	-2	5	-0.2	.	.	3
C[C@@H]1C=C[C@](Cc2ccccc2)(C(=O)NCC2CC2)N1C(=O)c1ccccc1	-0.3	105	-4	-12	1	-0.1	-5	3	1
CC1CC(Nc2ccccc2)=NC1(C)C (configuration not stated)	2.3	95	5	-2	4	-0.1	-8	-2	9
N#C/C(=C\Nc1ccc2c(c1)OCCO2)C(=O)NCc1ccco1	-2.4	121	2	-7	-1	0.1	4	1	6
CC(=O)Nc1cc(OC(C)=O)c2nonc2c1OC(C)=O	.	186	16	70*	8	-0.1	7	76*	15
CCN1CCN(c2nc3ccccn3c(=O)c2/C=C(\C#N)S(=O)(=O)c2ccccc2)CC1	-4.8	94	14	10	3	-0.4	2	-3	20
O=C(c1ccccc1N(Cc1ccccc1)S(=O)(=O)c1ccccc1)N1CCOCC1	-1.8	101	-4	-1	-8	0.1	-14	-2	-2
O=C(CSc1nnc(-c2ccc(Cl)cc2)n1Cc1ccco1)NCc1ccc2c(c1)OCO2	0.2	100	0	-9	12	0.1	-7	-1	-1
CCOC(=O)c1ccc(NC(=O)CC2SC(=NC)N(C)C2=O)cc1 (configuration not stated)	0.6	89	5	-6	5	-0.1	6	2	0
CCOC(=O)C1CCN(c2c(NCc3ccc(C(=O)NCCOC)cc3)c(=O)c2=O)CC1	2.6	100	11	-1	2	-0.2	-8	4	5
CC1CCCN(C(=O)CN2CCN(C(=O)c3ccco3)CC2)C1 (configuration not stated)	0.3	114	22	-3	10	0.1	-12	1	20
O=C(CSc1nnc(-c2ccc(F)cc2)n1CC1CCCO1)NCc1ccco1 (configuration not stated)	4.3	92	-3	-5	-7	-0.6	1	-1	-1
NC(=S)Nn1c(-c2ccccc2)nc2ccccc2c1=O	-0.4	98	20	5	2	0.1	-4	3	11
Cc1cccnc1NC(=O)c1ccc(S(=O)(=O)NCc2ccco2)cc1	4.3	84	-3	-5	0	-0.1	-7	-1	2
CCC(=O)N1c2ccccc2NC2=C(C(=O)CC(c3ccco3)C2)C1c1ccco1 (configuration not stated)	0.9	103	-4	-8	8	0.0	-4	1	11
COc1ccccc1N1CCN(C(=O)C(=O)N/N=C/c2cccc(O)c2)CC1	1.7	80	0	-7	-5	0.1	-3	-4	0
O=C(Cn1c(NCCO)nc2ccccc21)NCC1CCCO1 (configuration not stated)	3.3	99	4	1	-3	-0.2	3	-1	5
O=C(COC(=O)c1cccc(Cl)c1Cl)NC1CCCC1	0.5	94	2	3	-7	0.1	-18	5	2
CCOc1ccccc1Nc1cc(C)c2cccc(C)c2n1	-1.3	102	-6	6	3	-0.2	3	-1	-2
CN(C)CCCNc1ncnc2c1c(-c1ccccc1)cn2-c1ccccc1	-1.0	106	0	4	-2	0.1	-5	0	0

Some of the entries so far, with two lines to a compound.
Values in the order: MEX-5 binding, Yeast superoxide, MCL1 BIM primary, ZTA DNA inh, GLD-1 TGE inh, Efflux pump mplx, EBNA-1 inh, Fam108B inh, BCLXL inh
CCOC(=O)c1ccc(NC(=O)CC2SC(=NC)N(C)C2=O)cc1 (configuration not stated)
    0.6, 89, 5, -6, 5, -0.1, 6, 2, 0
CCOC(=O)C1CCN(c2c(NCc3ccc(C(=O)NCCOC)cc3)c(=O)c2=O)CC1
    2.6, 100, 11, -1, 2, -0.2, -8, 4, 5
CC1CCCN(C(=O)CN2CCN(C(=O)c3ccco3)CC2)C1 (configuration not stated)
    0.3, 114, 22, -3, 10, 0.1, -12, 1, 20

The listing continues:
SMILES	MEX-5 binding	Yeast superoxide	MCL1 BIM primary	ZTA DNA inh	GLD-1 TGE inh	Efflux pump mplx	EBNA-1 inh	Fam108B inh	BCLXL inh
COc1ccc(N(Cc2cc3ccccc3[nH]c2=O)S(=O)(=O)c2ccc(OC)cc2)cc1	3.6	86	-4	-1	-1	0.4	-18	-3	3
Cc1cc([N+](=O)[O-])nn1CC(=O)Nc1ccc(Cc2ccncc2)cc1	-1.1	95	8	-3	4	0.0	0	1	10
COc1ccc(NC(=O)Nc2cccnc2)c(OC)c1	1.4	105	3	-5	12	-0.1	0	-4	8
C=CCc1cc(Cl)ccc1OCCNCCCOC	-0.3	99	10	-5	6	-0.2	-1	0	8
CCNC(=S)N1CCN(CCN2C(=O)c3cccc4cccc(c34)C2=O)CC1	-1.9	90	7	3	0	0.0	6	0	1
COC(=O)c1cc(OC)c(OC)cc1NC(=O)Nc1ccc(OC)cc1	0.4	135	-12	-11	2	-0.2	-5	-3	-4
COc1ccc(-n2ccnc2SCC(=O)NC2CCCC2)c(OC)c1	0.4	101	-4	-26	0	0.0	1	-4	1
CCN1CCN(c2nc(NCCO)c3ccccc3n2)CC1	-0.6	99	-12	11	-1	0.0	5	-3	0
Cc1ccnc(N2CCCC(C(=O)NC3CC3)C2)n1 (configuration not stated)	2.3	91	6	14	8	-0.2	3	-1	-1
CC(C)CC(=O)Nc1ccnn1C1CCN(C(=O)c2ccc(F)cc2Cl)CC1	2.8	97	4	4	-3	0.0	18	3	-2
COc1ccc(-c2[nH]ncc2CN2CCCC(C(=O)c3ccc(OC)cc3OC)C2)cc1 (configuration not stated)	0.1	87	1	7	0	0.0	2	1	-1
CC(CCc1ccccc1)NC(=O)Cc1ccc([N+](=O)[O-])cc1 (configuration not stated)	2.3	89	-3	-2	2	-7.1	9	0	-5
Cc1n[nH]c(C)c1CN(C)C(=O)C1CCC(=O)N(CCc2cccc(F)c2)C1 (configuration not stated)	0.0	93	-2	12	-6	0.2	-19	-1	-1
COc1ccccc1C1C([N+](=O)[O-])=CC([N+](=O)[O-])=CN1C (configuration not stated)	10	176	-35	4	-17	0.1	1	2	-2
CC(CCc1ccccc1)NC(=O)c1nnc(Cc2ccc(F)cc2)o1 (configuration not stated)	1.5	100	5	-4	-1	0.3	-2	1	0
COc1ccc(CCNC(=O)c2c[nH]c3ccc(F)cc3c2=O)cc1OC	2.9	124	-5	-2	-5	0.1	2	-3	2
CCN1CCN(C(=O)/C=C/c2cccc(Cl)c2)CC1	0.2	104	2	8	-1	0.1	-4	-3	-1
O=C(NC1CCCC1)C(c1ccccn1)N(C(=O)c1csnn1)c1ccccc1 (configuration not stated)	1.9	97	5	4	-6	0.1	-8	-3	3
CC(O)[C@H]1CNC(=O)C(=O)N1CCc1cccc2ccccc12 (some centres not stated)	-0.8	100	8	-15	-2	-0.2	2	1	1
CCOc1ccccc1C1NC(=O)CCC1[N+](=O)[O-] (configuration not stated)	-0.4	101	8	-11	-1	-0.2	9	2	4
COc1cccc(NC(=O)CN(C)C(=O)CN2C(=O)NC(C)(c3ccc4ccccc4c3)C2=O)c1 (configuration not stated)	-6.2	120	-24	-12	8	0.1	-8	0	-11
CC(C)(C)NC(=O)CSc1nsc(SCC(=O)NC(C)(C)C)c1C#N	-1.5	87	5	6	2	0.5	2	1	7
O=C(CSc1nccn1Cc1ccco1)Nc1ccccc1C(F)(F)F	0.9	110	9	3	11	0.0	-1	5	8
COC(=O)c1ccc(NC(=O)COC(=O)CCC2CCCC2)cc1	.	96	-4	-18	2	0.1	.	.	1
COCC(CN1CCN(C2=NS(=O)(=O)c3ccccc32)CC1)OC(=O)c1ccccc1 (configuration not stated)	-1.5	104	-4	5	-6	0.1	15	-4	5
COc1cc(OC)cc(C(=O)Nn2cnnc2)c1	-0.3	76	7	6	2	-0.1	-7	-2	1
O=C(CN1CCOCC1)Nc1ccc2c(c1)OCO2	-1.6	117	8	-6	2	0.0	-4	-2	2
CCOc1ccc(NC(=O)CCC(=O)Nc2cc(OC)c(NC(=O)c3ccco3)cc2OC)cc1	1.4	126	-2	-8	-10	0.2	-2	4	3
CCOC(=O)c1cnn(-c2ccc(C(F)(F)F)cn2)c1N	-0.7	91	0	10	4	0.1	8	1	-8
CC(C)COc1ccc(/C(O)=C2/C(=O)C(=O)N(CCN(C)C)C2c2ccncc2)cc1 (configuration not stated)	0.0	96	-3	8	2	-0.1	1	0	6
COCCn1c(C(F)(F)F)ccc(NC(=O)c2ccccc2)c1=O	2.9	92	5	9	1	-0.2	6	6	5
CNc1nc(-c2ccc(Cl)cc2)cs1	1.3	88	-1	8	1	0.1	-4	-2	-6
CC1(C)Cc2c(c(N3CCOCC3)nc3sc(C(=O)N4CCCCC4)c(N)c23)CO1	-2.0	98	0	-4	-9	0.1	-6	0	2
CC(C(=O)N1CCOCC1)c1ccc([N+](=O)[O-])cc1 (configuration not stated)	0.5	81	6	1	1	-0.1	6	-2	0

3 entries from above in another layout.
Cc1n[nH]c(C)c1CN(C)C(=O)C1CCC(=O)N(CCc2cccc(F)c2)C1 (configuration not stated)
  MEX-5 binding: 0.0 | Yeast superoxide: 93 | MCL1 BIM primary: -2 | ZTA DNA inh: 12 | GLD-1 TGE inh: -6 | Efflux pump mplx: 0.2 | EBNA-1 inh: -19 | Fam108B inh: -1 | BCLXL inh: -1
COc1ccccc1C1C([N+](=O)[O-])=CC([N+](=O)[O-])=CN1C (configuration not stated)
  MEX-5 binding: 10 | Yeast superoxide: 176 | MCL1 BIM primary: -35 | ZTA DNA inh: 4 | GLD-1 TGE inh: -17 | Efflux pump mplx: 0.1 | EBNA-1 inh: 1 | Fam108B inh: 2 | BCLXL inh: -2
CC(CCc1ccccc1)NC(=O)c1nnc(Cc2ccc(F)cc2)o1 (configuration not stated)
  MEX-5 binding: 1.5 | Yeast superoxide: 100 | MCL1 BIM primary: 5 | ZTA DNA inh: -4 | GLD-1 TGE inh: -1 | Efflux pump mplx: 0.3 | EBNA-1 inh: -2 | Fam108B inh: 1 | BCLXL inh: 0

From PubChem BioAssay
